Rpn11 block – Rpn11 (PSMD14) deubiquitinase inhibitors, primary screen, biochemical, fluorescence polarization, uHTS; calls only at 20 µM; 26S proteasome non-ATPase regulatory subunit 14 (Homo sapiens), O00487; 360,000 tested, 0.59% active; human 26S proteasome, Ub4-pepOG fluorescence polarization; 20S core pre-blocked with epoxomicin;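 active = inhibition at 20 µM, scaled to each plate's controls, above about 33%, limit read from the data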
PABP1 MLLE inh – inhibitors of PABP1 MLLE–PAM2 peptide binding, primary screen, biochemical, fluorescence polarization, FITC-PAM2, GST-MLLE; Polyadenylate-binding protein 1 (Homo sapiens), P11940; inhibition, % at 20 µM; 360,000 tested, 0.36% active; in the data active = inhibition above about 35%, passing the limit was not always enough;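 note: plate controls were DMSO wells with GST-MLLE for no effect and wells lacking GST-MLLE protein for full effect; some results filed as inactive read as strong as hits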
Target sequence (P11940 whole entry, looked up): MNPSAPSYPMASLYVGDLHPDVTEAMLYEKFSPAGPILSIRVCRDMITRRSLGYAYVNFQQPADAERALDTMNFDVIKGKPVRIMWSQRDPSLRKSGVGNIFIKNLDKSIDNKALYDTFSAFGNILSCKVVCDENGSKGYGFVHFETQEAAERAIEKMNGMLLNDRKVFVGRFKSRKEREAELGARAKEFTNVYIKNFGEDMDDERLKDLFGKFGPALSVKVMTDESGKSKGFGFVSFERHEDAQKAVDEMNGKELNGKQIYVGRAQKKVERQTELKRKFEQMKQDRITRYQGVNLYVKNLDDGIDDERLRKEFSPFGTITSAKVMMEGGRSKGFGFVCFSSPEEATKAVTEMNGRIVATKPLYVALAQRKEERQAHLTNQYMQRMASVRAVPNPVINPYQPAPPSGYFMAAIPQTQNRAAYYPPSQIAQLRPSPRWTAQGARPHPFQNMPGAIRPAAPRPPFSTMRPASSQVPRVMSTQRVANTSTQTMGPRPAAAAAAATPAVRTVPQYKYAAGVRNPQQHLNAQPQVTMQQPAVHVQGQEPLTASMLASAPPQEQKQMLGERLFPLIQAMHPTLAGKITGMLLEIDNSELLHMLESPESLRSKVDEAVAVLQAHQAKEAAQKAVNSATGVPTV
MT1-MMP act inh – blockers of MT1-MMP proenzyme processing, primary screen, HT1080 RFP-PRO-GFP cells, GFP/RFP fluorescence; GFP/RFP ratio change, % at 20 µM; GFP/RFP ratio fluorescence, overnight; percent of plate control window, DMSO zero; 360,000 tested, 0.061% active; AID 651647, 2012;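 active = GFP/RFP ratio change of at least 30% with cell ATP level not reduced by more than half and red fluorescence within 50% of control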; note: strong numbers were not always called active
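Read-out: GFP/RFP fluorescence ratio; Test system: RFP-PRO-GFP reporter HT1080 cells; Compound dosing: single-point 20 µM compound, 1% DMSO; Times: overnight compound exposure at 37 °C.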
bovine MsrA act – bovine MsrA enzyme activators, primary screen, biochemical, absorbance, HTS; Methionine sulfoxide reductase A (Bos taurus); purified bovine MsrA, absorbance read-out; activation, % at 10.6 µM; 360,000 tested, 0.3% active; AID 602163, 2012; in the data active = activation above about 7.5%;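 note: 0% = vehicle and 100% = reference activator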
Rin1-Abl PPI inh – inhibitors of Rin1-Abl protein binding, primary screen, biochemical, TR-FRET; inhibition, % at 7.35 µM; 360,000 tested, 0.4% active; in the data active = inhibition above about 5%, passing the limit was not always enough
CSN inh – inhibitors of CSN-mediated cullin deneddylation, primary screen, biochemical, fluorescence polarization, uHTS. COP9 signalosome complex subunit 5 (Homo sapiens), Q92905. Purified CSN, SCF-Nedd8-OG deneddylation. inhibition, % at 12.5 µM. 360,000 tested, 0.38% active;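 active = pattern-corrected inhibition above about 35%, with an unprinted fluorescence ratio check between 0.5 and 1.5, limit read from the data, passing the limit was not always enough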;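 note: 0% = enzyme with substrate and 100% = substrate without enzyme; some results filed as inactive read as strong as hits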
Target sequence (Q92905 whole entry, looked up, one chain of several): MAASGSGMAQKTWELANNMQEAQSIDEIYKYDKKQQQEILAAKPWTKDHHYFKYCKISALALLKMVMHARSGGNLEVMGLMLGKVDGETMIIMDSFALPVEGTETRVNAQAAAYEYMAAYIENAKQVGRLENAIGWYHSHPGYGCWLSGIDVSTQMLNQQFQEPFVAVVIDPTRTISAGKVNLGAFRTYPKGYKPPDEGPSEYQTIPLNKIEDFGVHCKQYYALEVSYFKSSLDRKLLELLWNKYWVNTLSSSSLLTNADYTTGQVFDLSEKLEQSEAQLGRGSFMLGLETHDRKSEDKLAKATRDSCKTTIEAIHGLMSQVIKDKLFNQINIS
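Material: human Csn5 produced in HEK293T cells; Input: enzyme 0.24 nM; Reagent: SCFSkp2-Nedd8OG substrate at 10 nM final; Dosing: 12.5 µM compound; Incubation: 90 min reaction at room temperature; Detection: fluorescence polarization of the substrate; Evaluation: % inhibition of substrate cleavage by Csn5; Control set: substrate-only high control, full reaction low control.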
MsrA inh – bovine MsrA enzyme inhibitors, primary screen, biochemical, absorbance, HTS. Methionine sulfoxide reductase A (Bos taurus). inhibition, % at 15.5 µM. AID 651718, 2012. 360,000 tested, 0.75% active. purified bovine MsrA, absorbance read-out; in the data active = inhibition above about 4.5%;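 note: 0% = vehicle wells with enzyme and 100% = reference inhibitor wells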
FAS TE block – FAS thioesterase domain inhibitors, primary screen, biochemical, fluorescence intensity, uHTS. recombinant FAS-TE, OMFH fluorogenic substrate, fluorescence endpoint. inhibition, % at 15 µM. 360,000 tested, 0.67% active. AID 602261, 2012;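 active = compounds whose normalised, plate-corrected inhibition of enzyme fluorescence in the single-dose primary screen is 50% or more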;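 note: 0% = DMSO with enzyme and 100% = substrate without enzyme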
eLon inh – inhibitors of E. coli Lon protease, primary screen, biochemical, fluorescence polarization; 360,000 tested, 0.42% active; purified E. coli Lon protease; AID 602123, 2011; inhibition, % at 7.94 µM; in the data active = inhibition above about 13%, passing the limit was not always enough;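 note: 0% = enzyme with probe and DMSO and 100% = no enzyme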
The depositor's hits bear a star; i = inactive; . = no result given; + = active, no number.

Compound	Rpn11 block	PABP1 MLLE inh	MT1-MMP act inh	bovine MsrA act	Rin1-Abl PPI inh	CSN inh	MsrA inh	FAS TE block	eLon inh
Cc1ccccc1Cn1cnc2ccccc21	i	-1	0	-2	-2	-3	-1.1	1	7
CC1CCCN(Cc2nc3c(c(=O)n(C)c(=O)n3C)n2CC(N)=O)C1 (stereo not given)	i	-6	5	-7	1	1	-0.7	-11	4
COc1ccccc1S(=O)(=O)N1CCN(S(=O)(=O)c2cccs2)CC1	i	9	-4	-1	0	-1	-0.5	-2	-7
CC(=O)NC12CC3CC(C1)CC(C(=O)N1CCN(S(=O)(=O)c4cccc(F)c4)CC1)(C3)C2	i	-9	0	-6	-1	7	-0.8	-4	-3
Cc1ccc(-c2cn(-c3ccccc3)c(SCC(N)=O)n2)cc1C	i	22	-10	-4	-2	-2	0.0	0	6
CCOC(=O)C1CCN(S(=O)(=O)c2ccc(-c3ccccn3)s2)CC1	i	-1	3	-2	1	2	0.2	21	-2
O=S(=O)(/N=C(\c1ccc(Cl)cc1)N1CCOCC1)c1ccccc1	i	-10	-2	-9	-1	1	-0.4	-6	2
COc1ccccc1CNC(=O)CSc1n[nH]c(N)n1	i	13	-2	-2	-2	-2	-0.9	-3	-7
Cn1c(-c2nonc2N)nc2ccccc21	i	-8	-4	-1	-1	0	0.3	-2	-6
CCOc1ccc(NC(=O)COc2ccc(S(=O)(=O)N3CCCC3)cc2)cc1	i	-7	-3	-3	0	-2	-1.7	1	2
O=C1c2ccccc2C(=O)c2c1cccc2N1CCCC1	i	26	25	2	-13	-15	36*	24	2
Cc1ccc(C)c(NC(=O)CS(=O)(=O)c2cccc3nsnc23)c1	i	11	-1	-4	0	0	0.4	-1	-10
COc1ccccc1-c1nnc(NC(C)=O)s1	i	3	3	-5	4	7	0.1	2	-6
Cc1cc(SCCOc2ccccc2)nc(N)n1	i	3	4	-3	4	-4	2.1	-1	-5
NNC(=O)CNc1cccc(Br)c1	i	7	3	-3	-2	0	0.9	-6	6
CCOC(=O)c1c(C)n(C)c2cc(-c3ccc(C)cc3)c(O)cc12	i	8	0	-4	-1	-4	1.7	-1	-8
CCC(C)c1ccc(NC(=S)NC(C)C2CCCO2)cc1 (stereo not given)	i	-16	2	-3	3	-5	2.7	1	1
O=C1CC(N2CCN(c3ccccc3Cl)CC2)C(=O)N1c1cccc(F)c1 (stereo not given)	i	9	0	-3	0	1	1.2	-1	2
O=C(Nc1ccc(Cl)c(S(=O)(=O)N2CCOCC2)c1)c1ccc2c(c1)OCCO2	i	-7	-11	-3	1	2	-0.5	12	2
Cc1ccc(S(=O)(=O)N2CCC(C(=O)NCCc3ccc(S(N)(=O)=O)cc3)CC2)cc1	i	-10	8	-2	4	-2	-0.6	-10	-2
COc1ccc(CNc2nc3c(c(=O)n(Cc4ccc(Cl)cc4)c(=O)n3C)n2C)cc1	i	-6	-11	-9	-2	0	-0.5	25	2
Cc1c(N=C2N=C(NC(=O)Nc3ccc(Cl)cc3)c3ccccc32)c(=O)n(-c2ccccc2)n1C	.	-119	-19	-4	-1	109	0.1	-47	-5
Cc1cc(N2CCCC2)nc2ccccc12	i	5	3	-6	0	7	3.8	-4	-12
Cc1ccc(NC(=O)CS(=O)CC(=O)N(CC(=O)NC(C)(C)C)c2cccc(C)c2C)cc1 (stereo not given)	i	10	-1	-7	1	1	-0.7	-1	4
CN(C(=O)CSc1ncc(C(F)(F)F)cc1Cl)c1c(N)n(Cc2ccccc2)c(=O)[nH]c1=O	i	-35	-2	-4	3	-6	0.7	10	-11
CCn1c(=O)c(C(C)=O)c(O)c2ccccc21	i	6	3	-4	2	3	0.4	0	-12
COc1ccc(Cc2c(-c3ccc(Cl)cc3)nc3c(C)cc(Br)cn23)c(C)c1	+	-26	-4	-3	-14	9	0.3	10	-12
CCCCN(C)C1=Nc2cccc3cccc1c23	i	-94	-7	-1	-4	7	-0.6	-10	6
CN(C)C(=O)CN(C)S(=O)(=O)c1ccc(Cl)cc1	i	-4	5	-2	1	-4	1.4	-2	1
Cc1ccc([N+](=O)[O-])cc1NC(=O)c1c(-c2ccccc2)noc1C	i	-9	-3	-8	-4	7	-1.2	10	6
CCOC(=O)C1=NNC2(c3ccc(Cl)cc3)C(=O)N(c3cc(C)cc(C)c3)C(=O)C12 (stereo not given)	i	-3	0	-1	3	-6	1.0	22	1
CC1(C)NC(=O)N(CCOCCOc2ccccc2-c2ccccc2)C1=O	i	10	0	-1	0	-6	0.3	1	5
Cc1cc(C)nc(SCC(=O)Nc2ccc(S(=O)(=O)Nc3ncccn3)cc2)n1	i	1	-2	-1	-1	2	-1.1	-5	-10
OC(COCc1ccccc1)CN1CCCCC1 (stereo not given)	i	-7	-1	-6	2	5	-0.4	-6	-2
c1csc(CNc2nc(Oc3ccncc3)c3sccc3n2)c1	i	7	9	-1	-2	1	0.2	-6	-1
CCCCN1CC(=O)N2[C@H](c3ccc(OC)cc3)[C@@H]3C(=O)N(CC)C(=O)[C@@H]3[C@]2(Cc2ccccc2)C1=O	i	-8	-2	-1	1	2	-1.3	-10	-3
CCOC(=O)C1(CCOc2ccccc2)CCN(Cc2ccc(OCCO)cc2)CC1	i	-1	5	-7	-4	2	0.4	1	23
COCCn1c(SCC(=O)Nc2ccc(C(C)=O)cc2)nc2c([nH]c3ccccc32)c1=O	i	-8	0	-3	-5	2	0.7	-8	3
CC1CCCc2sc3ncn(N)c(=N)c3c21 (stereo not given)	i	4	-4	5	0	4	-0.8	-6	-1
CCOC1=C2[C@@H](CN(S(=O)(=O)c3ccc(C)cc3)[C@H]2c2cccc3ccccc23)[C@H]2C(=O)N(C)C(=O)[C@H]2C1	i	12	-3	3	3	-4	-1.1	35	-4
Cc1ncc([N+](=O)[O-])n1CCOC(=O)NC(Nc1ccc(F)cc1)C(Cl)(Cl)Cl (stereo not given)	i	11	-10	-1	-1	2	0.7	8	-8
CCc1ccccc1N/N=C(/C)c1c(O)cc(C)oc1=O	i	7	1	-3	1	4	-0.5	-3	1
O=C(Nc1ccccc1)c1ccc(Br)c(S(=O)(=O)Nc2cccnc2)c1	i	7	5	-3	2	-10	-0.3	-16	9
CC(C)C(=O)N1CCCC1(C)C(=O)Nc1ccc(-n2cncn2)cc1 (stereo not given)	i	-6	-6	-4	1	-2	-0.7	-7	-7
CCOC(=O)CNC(=O)Cn1cnc2c(nnn2-c2cccc(Cl)c2)c1=O	i	-2	8	0	0	2	0.5	-4	-7
CCOC(=O)/C=C/C(=O)Nc1ccc(S(=O)(=O)N2CCCCCC2)cc1	i	-10	-6	2	1	12	1.8	-1	7
O=C(Cc1nnc(NC(=O)Nc2ccc(F)cc2)s1)Nc1ccccc1	i	-13	2	-1	0	3	-0.6	-6	3
O=C(NC1CC1)C1=C[C@H](c2ccc(C(F)(F)F)cc2)C[C@H](OCc2ccc(CO)cc2)O1	i	10	4	-2	2	4	-1.3	4	5
CC(C)NC(=O)c1ccc(-c2ccc(F)c(F)c2)c2ccoc12	i	-5	-2	1	3	2	-0.4	5	-16
Cc1c(Cl)cccc1-n1c(SCC(=O)N(C)Cc2ccccc2)nnc1-c1ccncc1	i	-2	-4	0	-1	-1	-0.4	-2	-6
COc1ccc(C)cc1S(=O)(=O)NCC(c1cccnc1)N1CCc2ccccc2C1 (stereo not given)	i	-17	-6	-7	1	7	-0.9	2	-3
O=C(CN(Cc1ccc(F)cc1)C(=O)CCC(=O)Nc1ccccn1)NCc1ccco1	i	2	-2	-1	0	2	0.9	-4	-1
COc1cc(/C=C(/C#N)c2ccc(F)cc2)ccc1OCc1ccc(C(=O)O)o1	i	-9	11	1	-1	-3	3.5	-1	-5
Cc1ccc(S(=O)(=O)N2CCC(C)CC2)cc1	i	-7	1	-3	-4	5	-0.6	4	-3
CC(O)c1ccc2c(c1)OCCOCCN(C)CCOCCO2 (stereo not given)	i	8	0	-3	-1	2	0.4	-4	-1
Cn1cc(-c2csc(C(O)c3ccc(F)c(F)c3)n2)cn1 (stereo not given)	i	0	0	-1	-3	3	-0.3	-7	7
COCCNC(=O)CSc1ccc(Cl)cc1	i	-2	1	-2	3	1	2.2	-10	3
Cc1cc(Cl)ccc1Oc1nccc(N(C)C)c1C#N	i	0	1	-1	2	0	0.9	3	-3
COC(=O)c1nc[nH]c1[N+](=O)[O-]	i	-2	3	1	-2	0	-0.2	-6	-5
C#CCOCCOCCOCCNc1nc(N2CCN(C(=O)C([C@@H](C)CC)n3cc(C(N)Cc4ccc(O)cc4)nn3)CC2)nc(N2CCN(C(=O)[C@H](CCC(=O)O)n3cc(C(N)CC(C)C)nn3)CC2)n1 (stereo not given in full)	i	5	5	-2	-5	-6	1.5	-9	-5

2 of the compounds above, with each value named.
> COc1ccc(C)cc1S(=O)(=O)NCC(c1cccnc1)N1CCc2ccccc2C1 (stereo not given)
  Rpn11 block: i	PABP1 MLLE inh: -17	MT1-MMP act inh: -6	bovine MsrA act: -7	Rin1-Abl PPI inh: 1	CSN inh: 7	MsrA inh: -0.9	FAS TE block: 2	eLon inh: -3
> O=C(CN(Cc1ccc(F)cc1)C(=O)CCC(=O)Nc1ccccn1)NCc1ccco1
  Rpn11 block: i	PABP1 MLLE inh: 2	MT1-MMP act inh: -2	bovine MsrA act: -1	Rin1-Abl PPI inh: 0	CSN inh: 2	MsrA inh: 0.9	FAS TE block: -4	eLon inh: -1

Additional structures follow.
Compound	Rpn11 block	PABP1 MLLE inh	MT1-MMP act inh	bovine MsrA act	Rin1-Abl PPI inh	CSN inh	MsrA inh	FAS TE block	eLon inh
OC(c1cccc(CN2CCCCC2)c1)c1ncc(-c2cccc3ccccc23)[nH]1 (stereo not given)	i	-4	0	-1	-4	0	-1.5	-3	-7
COCCn1c(N)c(C(=O)NS(=O)(=O)c2ccc(C)cc2)c(=O)[nH]c1=O	i	16	-1	-5	3	1	0.5	-3	3
COc1cc(C2C3=C(CCCC3=O)Nc3[nH]n(-c4ccccc4)c(=O)c32)ccc1OC(C)=O (stereo not given)	i	3	4	-4	0	-1	4.6*	-6	-7
COc1ccc(C(=O)Nn2c(C)nc3ccccc3c2=O)cc1	i	9	5	3	-2	-1	0.5	-2	6
CCCCN(CC)CCNC(=O)c1cc2c(=O)n(C)c3ccccc3c2n1C	i	7	2	-8	-2	-1	0.7	-6	-4
COc1ccc(-c2cc(C(F)(F)F)n3ncc(C(=O)N(C)Cc4ccccc4)c3n2)cc1	i	-6	-2	0	3	-5	2.6	26	2
COc1ccc(C(=O)NCc2ccc3c(c2)cc(C)n3C)cc1OC	i	28	41	-5	-21	-2	-0.2	-5	15
CC(C)C(C(=O)Nc1sc2c(c1C#N)CCCCC2)N1C(=O)c2ccccc2C1=O (stereo not given)	i	7	1	-2	-2	1	2.4	34	1
O=C(NO)c1ccc(OC(F)F)cc1	i	3	2	-2	-5	-3	-0.1	-6	-4
COc1ccc(C(=O)CSc2nnc3n2CCCN3C(=O)Nc2ccccc2)cc1	i	1	1	-1	0	-5	-0.4	15	0

Compound activity (PubChem)
